CHO-K1 Ca antag: counter-screen for M1 antagonists: effect in parental CHO-K1 cells; hit rate 0.6% among 360,000; inhibition, % at 3 µM; ATP-induced calcium, Fluo-8 fluorescence;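 active means inhibition above a per-plate cutoff, the plate's mean sample inhibition plus 3 SD, cut at about 24% in these data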;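 further: 0% = DMSO plus EC80 ATP and 100% = DMSO alone without ATP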
CHO-K1 Ca ag: counter-screen for M1 agonists: effect in parental CHO-K1 cells. AID 602248, 2012. hit rate 0.48% among 360,000. Fluo-8 calcium fluorescence; scaled to maximal ATP response, vehicle zero. activation, % at 3 µM; in the data active means activation above about 15%;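 further: untransfected CHO-K1 host cells lacking M1 receptor as counterscreen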
M1 PAM parental: nonselective calcium activators in parental CHO-K1 cells, primary screen, counter-screen for M1 PAM project, cell-based, Fluo-8 calcium fluorescence, full deck, 1536-well; ATP EC20; 0% at ATP EC20, 100% at ATP max; activation, % at 3 µM; hit rate 0.02% among 360,000;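 active means activation above the run cutoff, the mean activation of all test compounds plus 3 SD, cut at about 40% in these data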;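 further: peak over basal fluorescence ratio in a 140 s read after ATP addition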
M1 antag: human M1 muscarinic receptor antagonists, primary screen, CHO-K1 cells, Fluo-8 calcium fluorescence, 1536-well; Muscarinic acetylcholine receptor M1 (Homo sapiens), P11229; CHO-K1 hM1, ACh EC80 antagonist; inhibition, % at 3 µM; hit rate 1.3% among 360,000;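 active means percent inhibition above its own plate's cutoff, namely the mean of that plate's compound wells plus 3 SD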;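 further: peak over basal fluorescence ratio during 140 s after agonist addition; 0% = ACh EC80 plus DMSO and 100% = DMSO alone without agonist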
Target sequence (P11229 whole entry, looked up): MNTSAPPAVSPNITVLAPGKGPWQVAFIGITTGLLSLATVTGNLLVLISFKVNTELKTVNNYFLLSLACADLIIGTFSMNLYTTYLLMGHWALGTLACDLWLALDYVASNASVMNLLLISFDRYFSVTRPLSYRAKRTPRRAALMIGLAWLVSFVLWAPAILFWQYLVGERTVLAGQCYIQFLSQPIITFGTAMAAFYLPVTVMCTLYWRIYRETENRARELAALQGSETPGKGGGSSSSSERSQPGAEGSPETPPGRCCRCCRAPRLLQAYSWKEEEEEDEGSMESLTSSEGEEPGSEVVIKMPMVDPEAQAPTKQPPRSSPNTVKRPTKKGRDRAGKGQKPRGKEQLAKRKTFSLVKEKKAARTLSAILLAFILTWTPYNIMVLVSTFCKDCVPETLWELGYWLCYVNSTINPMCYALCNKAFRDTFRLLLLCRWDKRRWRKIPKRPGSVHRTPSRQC
M1 PAM: human M1 muscarinic receptor positive allosteric modulators, primary screen, CHO-K1 cells, Fluo-8 calcium fluorescence, 1536-well; Muscarinic acetylcholine receptor M1 (Homo sapiens), P11229; hit rate 0.088% among 360,000; activation, % at 3 µM; CHO-K1 hM1, ACh EC20; 0% = ACh EC20, 100% = maximal ACh; AID 588819, 2011; in the data active means activation above about 19%, passing the limit was not always enough
CHO parental Ca: ATP-evoked calcium signal inhibitors, parental CHO, primary screen, counter-screen for OX1R antagonist project, cell-based, fluorescence, Fluo-8 calcium dye | parental CHO-K1, ATP-induced calcium, Fluo-8 fluorescence | inhibition, % at 5.6 µM | hit rate 0.63% among 330,000 | AID 463079, 2010;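 active means inhibition above that plate's mean sample inhibition plus 3 SD, cut at about 26% in these data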;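 further: 0% = ATP-challenged DMSO wells and 100% = DMSO wells without ATP; some compounds past the cut are filed as inactive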
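Material: parental CHO cells / Compound: single nominal dose of 5.6 µM per compound / Signal: Fluo-8 fluorescence / Replicates: singlicate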
M1 ag: human M1 muscarinic receptor agonists, primary screen, Fluo-8 calcium fluorescence, CHO-K1 cells, HTS. CHO-K1 hM1, agonist mode; 0% DMSO, 100% acetylcholine EC100. hit rate 0.33% among 360,000. activation, % at 3 µM;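 active means activation above the run's mean compound activation plus 3 SD, cut at about 16% in these data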;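 further: peak over basal fluorescence ratio within a 140 s kinetic read after compound addition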
TAAR1 antag: human TAAR1 antagonists, primary screen, Fluo-8 calcium fluorescence, CHO RD-HGA16 cells; Trace amine-associated receptor 1 (Homo sapiens), Q96RJ0; antagonist; inhibition, % at 3 µM; hit rate 1.5% among 360,000; AID 624466, 2012;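 active means inhibition above a per-plate cutoff, the mean inhibition of test compounds on that plate plus 3 SD, cut at about 49% in these data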;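 further: 0% = DMSO plus EC80 beta-PEA response and 100% = DMSO alone without agonist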
Target sequence (Q96RJ0 whole entry, looked up): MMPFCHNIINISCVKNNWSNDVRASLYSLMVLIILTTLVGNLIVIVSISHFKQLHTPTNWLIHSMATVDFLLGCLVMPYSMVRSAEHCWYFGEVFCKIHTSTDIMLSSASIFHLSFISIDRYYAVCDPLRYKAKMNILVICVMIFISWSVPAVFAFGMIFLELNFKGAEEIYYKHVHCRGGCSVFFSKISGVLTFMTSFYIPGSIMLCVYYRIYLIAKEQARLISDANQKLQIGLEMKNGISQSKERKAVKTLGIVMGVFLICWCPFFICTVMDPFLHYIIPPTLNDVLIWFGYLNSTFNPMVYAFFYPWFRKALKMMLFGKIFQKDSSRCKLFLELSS
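Test system – hTAAR1-expressing CHO RD-HGA16 cells, Gα16-coupled · Reagent – β-PEA at EC80 concentration, post-compound challenge · Compound dosing – 3 µM, single point · Timing – 140 s kinetic read after compound, 140 s after agonist · Detection – Fluo-8 intracellular calcium dye fluorescence, real-time kinetic reads · Control set – DMSO and EC80 PEA controls · Repeats – n of 1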
TAAR1 agonist: human TAAR1 agonists, primary screen, Fluo-8 calcium fluorescence, CHO RD-HGA16 cells; AID 624467, 2012; hit rate 0.99% among 360,000; activation, % at 3 µM; vehicle wells 0%, saturating PEA agonist 100%; Trace amine-associated receptor 1 (Homo sapiens), Q96RJ0;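 active means activation above the mean activation of all test compounds in the run plus 3 SD, cut at about 38% in these data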
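System: CHO-derived RD-HGA16 cells with stable Gα16 and human TAAR1 / Times: 17-24 h plating, Fluo-8 75 min 37 °C, 30 min RT / Technique: calcium-sensitive Fluo-8 signal, excitation 470-495, emission 515-575 nm / Measure: % activation relative to PEA EC100 response / Benchmarks: DMSO and PEA EC100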
* hit, by the source's call; . = not tested or not shown. Rows are unselected (roughly 4.4% active in at least one column).

SMILES	CHO-K1 Ca antag	CHO-K1 Ca ag	M1 PAM parental	M1 antag	M1 PAM	CHO parental Ca	M1 ag	TAAR1 antag	TAAR1 agonist
CCCC(=O)C1=C(O)C(C(=O)OC)C(C)(C)CC1=NC (stereo not given)	-11	0.1	14	-4	0	-7	-2	-1	10
CC1CCN(C(=O)C(NS(=O)(=O)c2cccc3nsnc23)C(C)C)CC1 (stereo not given)	-15	0.3	15	-4	6	-13	-3	-11	2
COc1ccccc1C(=O)N1CCN=C1SC	12	-0.3	-4	4	-11	-5	-2	12	2
Cc1sc(N(C(=O)CCc2ccccc2)c2ccc(C(=O)O)cc2)nc1-c1ccccc1	-28	1.4	24	-1	3	20	-4	14	9
O=C(Nc1ccc(C(F)(F)F)cc1)c1csc(-c2ccncc2)n1	-5	4.7	14	-1	17	-10	9	-15	4
CSC(=Nc1ccccc1)Nc1ccccc1	-14	1.8	18	1	0	-13	-7	10	-2
CCN1C(=O)c2cccc3c(NC(=O)c4cccc(N5C(=O)CCC5=O)c4)ccc1c23	-11	3.9	17	-6	-2	-9	-3	27	10
Cc1cc(C)cc(N(C(C)C(=O)NCCC2=CCCCC2)S(C)(=O)=O)c1 (stereo not given)	-1	0.6	17	-5	4	-13	-6	.	.
COc1ccc(-n2c(Cc3cccn3C)nnc2SCC(=O)Nc2ccccc2C)cc1	0	-0.3	4	12	-8	-23	-4	-6	-1
O=C(Nc1ccccc1)Nc1cc([N+](=O)[O-])ccc1F	-5	8.4	2	12	-9	-5	2	3	41*
COc1ccc(-c2nc(SCC(=O)NC3CCCC3)c(-c3ccc(OC)cc3)[nH]2)cc1	-11	-0.5	24	-3	20	-6	4	12	-2
N#Cc1ccccc1OCc1cccc(S(=O)(=O)N2CCOCC2)c1	5	4.0	-9	4	-4	-10	-4	-10	5
CCN(CC)C(=O)CN(c1ccc(F)c(Cl)c1)S(C)(=O)=O	-12	1.4	25	-24	5	6	-3	9	1
CCOc1ccc(-c2nnc3sc(COc4ccc(C)cc4)nn23)cc1	-9	1.1	22	-5	4	-16	-5	1	4
Cn1cccc1-c1cc(C(=O)N/N=C/c2ccc(Cl)cc2)[nH]n1	-11	0.1	1	-1	7	-2	-6	-22	5
CC(C)c1ccccc1NC(=O)C1CCCN(C(=O)c2ccc(Cl)cc2)C1 (stereo not given)	-6	2.2	-3	-4	0	.	-1	-30	1
CC1(C)CC(=O)C(C=NCCO)=C(O)C1	-25	0.3	19	-13	6	0	-3	1	9
O=C(Nc1nc(-c2ccc(F)cc2)cs1)c1cnccn1	-5	0.9	5	-5	6	-10	-5	-10	2
COc1ccc(C)c2sc(=NC(=O)c3ccccc3)n(C)c12	-6	0.7	27	-8	3	-9	-1	-19	-1
O=C(Nc1cccc2c1CCCC2)c1cc(C2CCCCN2C(=O)c2cccs2)on1 (stereo not given)	-19	0.4	23	-12	-1	.	-8	-10	2
COc1cc2c(cc1OC)CN(c1ccc(C(F)(F)F)cn1)CC2	-16	0.3	0	-7	-2	-17	-4	-9	-2
CC12COC3(C(=O)Nc4ccc5ccccc5c4)CC1CCC32C (stereo not given)	-14	-0.1	16	-5	1	-18	-8	-2	10
CC(C)[C@H](NC(=O)C1CCN(S(=O)(=O)c2ccccc2)CC1)C(=O)NCc1ccncc1	-9	1.1	7	-1	2	-14	-5	-21	3
O=C1CCOc2cc(OCc3ccccc3)ccc21	-3	0.6	1	-7	4	13	-6	-11	7
CN(C(=O)CN1C(=O)CCSc2ccc(S(=O)(=O)N3CCCC3)cc21)c1ccccc1	-1	0.3	-6	-5	1	-20	-14	-8	1
CCn1cc(/C=C(\NC(=O)c2ccccc2F)C(=O)N2CCCC2)c2ccccc21	-10	6.0	21	-1	-3	-20	-1	.	.
CCOC(=O)c1c(C)[nH]c(C(=O)OCC(=O)N2CC(C)OC(C)C2)c1C (stereo not given)	14	0.4	3	-4	9	-7	-1	6	3
CCC1CCCCN1C(=O)CCC(=O)Nc1nnc(C(F)(F)F)s1 (stereo not given)	10	0.5	-17	-1	16	-9	2	-23	8
Cc1cc(OCC(=O)N2CCN(c3ccccc3)CC2)c2c(C)c(C)c(=O)oc2c1	-5	0.3	-9	-1	-2	-8	-1	7	-1
O=C(Nc1cc(S(=O)(=O)N2CCOCC2)ccc1Cl)c1cc([N+](=O)[O-])ccc1Cl	-12	0.3	12	0	2	-12	-2	.	.
COc1ccc(CN2C(=O)C(CC(=O)NCCN3CCOCC3)CC(C(=O)N3CCCCCC3)=C2C)cc1 (stereo not given)	-17	0.8	6	.	.	.	.	-9	0
NC(=O)c1ccc(NC(=O)COC(=O)CCN2C(=O)c3ccccc3C2=O)cc1	4	0.3	3	8	-4	-1	0	8	1
Cc1ccc(S(=O)(=O)NNC(=O)C2Cc3c(ccc4ccccc34)O2)cc1 (stereo not given)	3	2.7	13	5	6	6	3	-17	3
Cc1csc(NC(=O)Cn2cnnn2)n1	-15	0.2	14	-33	3	-10	-1	-20	4
NC(=O)CSc1nc(C23CC4CC(CC(C4)C2)C3)nc2ccccc12	-15	-0.2	10	-7	7	-23	-6	-4	8
O=C(c1cc(-c2ccccc2)nn1-c1ccccc1)N1CCN(S(=O)(=O)c2cccc(F)c2)CC1	1	1.0	22	-9	8	-15	-2	-9	4
CCCCCCn1c(N2CCN(c3cccc(Cl)c3)CC2)nc2c1c(=O)[nH]c(=O)n2C	0	0.3	18	-5	5	-8	-4	-22	5
Cc1nc(C)c(C(=O)Nc2cccc(C)c2C)s1	-16	0.5	-20	0	-1	0	0	-9	-2
Cc1ccc[n+](CC(=O)Nc2ccc([N+](=O)[O-])cc2Cl)c1	-13	0.3	9	4	-1	-4	-3	-2	3
COc1ccccc1OCC(=O)NCC1CCCCC1	7	0.1	3	-6	1	-5	-5	-1	-2

Entries of single compounds as entered above. Screens in order: CHO-K1 Ca antag	CHO-K1 Ca ag	M1 PAM parental	M1 antag	M1 PAM	CHO parental Ca	M1 ag	TAAR1 antag	TAAR1 agonist
`Cc1ccc[n+](CC(=O)Nc2ccc([N+](=O)[O-])cc2Cl)c1` across the screens: -13	0.3	9	4	-1	-4	-3	-2	3
`CCCCCCn1c(N2CCN(c3cccc(Cl)c3)CC2)nc2c1c(=O)[nH]c(=O)n2C` across the screens: 0	0.3	18	-5	5	-8	-4	-22	5
`Cc1csc(NC(=O)Cn2cnnn2)n1` across the screens: -15	0.2	14	-33	3	-10	-1	-20	4
`O=C(c1cc(-c2ccccc2)nn1-c1ccccc1)N1CCN(S(=O)(=O)c2cccc(F)c2)CC1` across the screens: 1	1.0	22	-9	8	-15	-2	-9	4

Additional entries follow.
SMILES	CHO-K1 Ca antag	CHO-K1 Ca ag	M1 PAM parental	M1 antag	M1 PAM	CHO parental Ca	M1 ag	TAAR1 antag	TAAR1 agonist
CCCCn1c(N)c(N(CC(C)C)C(=O)c2cc(S(=O)(=O)N3CCCCC3)ccc2C)c(=O)[nH]c1=O	-1	1.8	7	-20	13	0	0	3	7
Cc1ccc(C(=O)N/C(=C\c2cccc([N+](=O)[O-])c2)C(=O)NCc2ccncc2)cc1	11	0.0	-10	6	-4	-7	-4	.	.
O=C(COC(=O)c1cc(=O)c2ccccc2o1)Nc1ccc2ccccc2c1	-4	0.2	-2	7	-6	-7	-4	-25	40*
CCN(CC)S(=O)(=O)c1ccc2[nH]c(=O)c3ccccc3c2c1	0	0.1	16	-5	0	.	-3	-4	1
COc1ccc(F)cc1C(=O)C1CCCN(Cc2cn(C)c3ccccc23)C1 (stereo not given)	1	3.7	13	3	-9	-11	-11	-14	7
O=C(Nc1nc(-c2ccccn2)cs1)c1cc2ccccc2o1	-8	2.5	-11	0	4	-1	-14	-5	9
Cc1ccc(Nc2ccc([N+](=O)[O-])nc2[N+](=O)[O-])cc1	-10	-0.2	-7	-8	0	-8	-4	-7	1
Cc1ccc(SCCNC(=O)c2ccccc2)cc1	-2	1.0	17	2	6	-7	-2	7	2
O=C(c1ccccc1)N1CCN(C(=O)C23CC4CC(CC(C4)C2)C3)CC1	12	0.5	-5	9	-6	-15	-2	7	5
CC(=O)N1CCc2cc(S(=O)(=O)CCC(=O)Nc3cc(C)cc(C)c3)ccc21	5	-0.1	-6	-9	11	-18	-2	-10	-2
COCC(C)n1c(SCc2ccc(C(=O)OC)cc2)nc2ccccc2c1=O (stereo not given)	4	-0.7	6	10	-4	-39	-7	-11	1
COc1ccccc1C(CNC(=O)c1cccc(S(=O)(=O)Nc2ccc(F)cc2)c1)N(C)C (stereo not given)	-9	2.1	14	100*	-30	-21	-7	16	4
CCOc1ccc2c(c1)C(c1ccc(C)o1)=NNC(c1ccncc1)=N2	5	-0.6	2	-2	5	-27	-13	-6	-1
COC(=O)CNc1cc(S(=O)(=O)N2CCCCC2)ccc1Oc1ccc(C(=O)OC)cc1	-19	2.2	-2	7	-1	9	-8	-8	7
O=C(CC1(CC(=O)N2CCOCC2)CCCC1)Nc1ccccc1	0	-0.1	3	1	4	-10	-3	7	3
O=c1[nH]c(C2CCN(S(=O)(=O)c3ccc(S(=O)(=O)NC4CC4)cc3)CC2)nc2c1nnn2Cc1ccccc1	-3	0.8	12	-8	6	-24	-10	-10	0
NC(c1ccccc1)c1csc(NC(=O)Nc2ccc(OC(F)(F)F)cc2)n1 (stereo not given)	6	3.2	-6	7	-1	.	2	9	36
CC1CN/C(=C\C(=O)c2ccc(Cl)cc2)C(=O)N1 (stereo not given)	0	1.3	18	-17	12	3	-3	0	3
COc1cc(F)ccc1S(=O)(=O)NCc1cccnc1	-12	0.8	15	-18	8	8	-2	-13	1
Cc1cc(C)c(S(=O)(=O)NCc2cccnc2)c(C)c1	-12	3.9	4	-3	2	1	-4	6	3
CCCC(=O)Nc1ccccc1-c1nnn(CC(=O)Nc2ccc(OC)cc2)n1	-11	0.2	19	5	-3	-19	-1	-4	4
Nc1nonc1NC(=O)CSc1nc2ccccc2s1	-9	2.9	13	-6	2	-7	-3	11	6
COCCNC(=S)Nc1ccc2[nH]c(=O)[nH]c2c1	-10	1.0	20	7	-2	7	-3	-27	2
CCn1c(=S)[nH]c2cc(C(=O)OC)ccc2c1=O	6	-0.1	-7	-5	5	-1	1	7	5
COc1ccc(C2C=C(Nc3ccccc3)C(=O)N2c2ccccc2)cc1OC (stereo not given)	3	0.8	2	-7	9	-8	-2	-2	1
CCSCc1nc(N)nc(NCCc2ccccc2)n1	1	15*	18	-9	5	0	0	-2	11
CN(c1ccccc1C(=O)Nc1ccc(S(=O)(=O)N2CCOCC2)cc1)S(=O)(=O)c1ccccc1	11	0.7	-12	43*	-27	-14	-11	16	6
